D1 allo mod – D1 CRE-luciferase signal change, two-sided – cell-based, HEK293 D1, dopamine EC30, D1 allosteric modulator project, primary screen | D(1A) dopamine receptor (Homo sapiens), P21728 | dopamine EC30 potentiation; actives deviate in either direction | 58,000 compounds, 5.9% hits | B-score at 10 µM;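 active = luminescence count or its row- and column-corrected plate score outside the 99.7% band of the plate's sample wells, on either side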
HEK293 NFkB inh – inhibitors of PMA/ionomycin-induced NF-kB reporter, primary screen, antigen receptor NF-kB inhibitor project, cell-based, HEK-293 luciferase reporter, luminescence; inhibition, % at 3 µM; HEK-293 NF-kB luciferase reporter; 62,000 compounds, 0.21% hits; AID 465, 2006;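 active = inhibition above the mean of all tested compounds plus 3 SD, cut at about 40% in these data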;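 also: 0% = stimulated DMSO wells and 100% = 10 µM reference inhibitor 5653914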
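System – HEK-293 cells with stable firefly luciferase reporter driven by four HIV NF-kB elements · Doses – one dose, 3 µM · Schedule – 1 h compound pre-incubation, 16 h PMA/ionomycin at 37 °C · Technique – luminescence from luciferase substrate reagent · Measure – percent inhibition normalized per plate to DMSO and reference-inhibitor controls · Replicates – tested once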
M1 agonist – M1 muscarinic receptor agonists, primary screen, CHO-M1 cells, Fluo-4 calcium, agonist mode. Muscarinic acetylcholine receptor M1. Fluo-4 calcium fluorescence; hits give high values. B-score at 10 µM. 64,000 compounds, 3% hits. AID 626, 2007;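 active = fluorescence rise, raw or as B-score row- and column-corrected plate score, outside the 99.7% band of its plate's samples, either direction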
M1 antagonist – antagonists of rat M1 muscarinic receptor. Muscarinic acetylcholine receptor M1 (Rattus norvegicus), P08482. CHO-M1 cells, Fluo-4 calcium, ACh EC80 antagonist mode; hits give low values. B-score at 10 µM. 64,000 compounds, 3.4% hits;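 active = calcium fluorescence response, raw or row-and-column corrected B-score, differing from the plate sample mean either way at a set confidence level, mostly lower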
Ecoli tolC – growth inhibitors of E. coli tolC mutant, primary screen, strain BW25113 ΔtolC::kan, 384-well. 65,000 compounds, 2.2% hits. AID 573, 2007. growth inhibition, % at 10 µM (by protocol). OD615;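 active = growth inhibition at or above a cutoff equal to the mean over every tested compound plus 3 SD, cut at about 60% in these data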;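 also: growth measured after 20 h incubation at 37 °C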
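Test system: E. coli BW25113 ΔtolC::kan bacteria | Medium: Kanamycin-containing LB broth (50 µg/mL) | Dosing: One dose of 10 µM final | Times: 20 h incubation with compound, 37 °C | Detection: Optical density read at 615 nm | Read-out basis: Percent growth inhibition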
TNAP act DEA – human TNAP enzyme activators, primary screen, biochemical, luminescent, intermediate phosphate acceptor level | purified TNAP, CDP-star luminescence, 100 mM DEA, 30 min; hits give high values; scale: 0 levamisole-inhibited, 1 vehicle-only enzyme | 64,000 tested, under 10 active | Alkaline phosphatase, tissue-nonspecific isozyme (Homo sapiens), P05186 | activation factor at 20 µM | AID 813, 2007;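 active = activation factor of at least 2 at 20 µM, relative to controls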
Target sequence (P05186 whole entry, looked up): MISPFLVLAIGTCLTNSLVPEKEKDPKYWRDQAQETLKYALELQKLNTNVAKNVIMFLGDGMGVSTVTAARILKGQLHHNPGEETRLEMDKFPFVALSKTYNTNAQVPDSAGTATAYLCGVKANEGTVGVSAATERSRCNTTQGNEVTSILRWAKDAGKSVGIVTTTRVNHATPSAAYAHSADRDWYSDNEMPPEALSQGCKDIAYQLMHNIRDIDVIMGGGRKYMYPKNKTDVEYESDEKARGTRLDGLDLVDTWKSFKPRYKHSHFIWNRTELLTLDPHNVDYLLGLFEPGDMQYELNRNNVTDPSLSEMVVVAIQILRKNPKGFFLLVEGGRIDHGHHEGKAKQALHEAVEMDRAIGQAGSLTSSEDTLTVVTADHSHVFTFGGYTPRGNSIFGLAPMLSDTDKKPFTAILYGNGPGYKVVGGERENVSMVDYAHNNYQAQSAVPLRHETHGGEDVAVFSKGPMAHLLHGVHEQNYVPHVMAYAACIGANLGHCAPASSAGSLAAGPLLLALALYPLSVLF
NADH coupling – inhibitors of PK/LDH coupling enzymes, profiling panel, artefact control, biochemical, MLSMR library. AID 774, 2007. IC50, µM (doses to about 10 µM), inactives show at the top dose inhibition. coupled PK/LDH NADH assays, four targets. 65,000 compounds, 0.02% hits;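 active = single-dose screening hits from any of four coupled enzyme assays that gave an IC50 when retested across doses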;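 also: the DPM-DC format reads NADH fluorescence rather than 340 nm absorbance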
SF-1 act – activators of human SF-1, primary screen, cell-based, CHO-K1, Gal4-SF-1 LBD, luciferase luminescence; CHO-K1 Gal4-SF-1 LBD luciferase reporter; % increase over DMSO SF-1-specific signal; Steroidogenic factor 1 (Homo sapiens), Q13285; 65,000 compounds, 1.9% hits; activation, % at 10 µM;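 active = activation above the mean activation of all tested compounds plus 3 SD, cut at about 50% in these data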
Target sequence (Q13285 whole entry, looked up, the tested form may be a part): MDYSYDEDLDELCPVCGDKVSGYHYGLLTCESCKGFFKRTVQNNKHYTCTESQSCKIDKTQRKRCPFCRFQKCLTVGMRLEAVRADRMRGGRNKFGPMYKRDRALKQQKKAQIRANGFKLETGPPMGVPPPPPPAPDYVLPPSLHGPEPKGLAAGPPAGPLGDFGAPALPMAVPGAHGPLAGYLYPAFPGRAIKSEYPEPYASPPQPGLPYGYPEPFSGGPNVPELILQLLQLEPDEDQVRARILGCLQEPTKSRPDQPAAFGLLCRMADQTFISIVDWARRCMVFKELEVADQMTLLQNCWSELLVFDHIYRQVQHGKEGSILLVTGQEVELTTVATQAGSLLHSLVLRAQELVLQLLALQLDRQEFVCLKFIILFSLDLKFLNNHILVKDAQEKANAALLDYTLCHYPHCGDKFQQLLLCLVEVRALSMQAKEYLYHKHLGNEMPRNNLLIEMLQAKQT
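Compound – one dose, 10 µM compound, 1% DMSO · Test system – transient Gal4-SF-1 LBD reporter, CHO-K1 · Input – 4,000 cells in each well · Read-out basis – percent activation relative to DMSO median and mock-transfected background · Replicates – single measurement per compound · Technique – steady-glow luciferase luminescence, read after 15 min reagent incubation · Timing – 20 h compound treatment, 37 °C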
Jurkat tox 60K – cytotoxicity toward Jurkat T cells, primary screen, cytotoxicity control, cell-based, Jurkat E6.1, 60K MLSMR library. 56,000 compounds, 1.2% hits. inhibition, % at 4 µM. Jurkat E6.1 viability, ATP luminescence, 48 h. AID 463, 2006;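 active = inhibition above the mean inhibition of all tested compounds plus 3 SD, cut at about 28% in these data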
Starred values were filed as active, the others as inactive; nt = not tested or not shown; [ ] = dose if it differs, or a comment.

Sample of the layout:
SMILES | D1 allo mod | HEK293 NFkB inh | M1 agonist | M1 antagonist | Ecoli tolC | TNAP act DEA | NADH coupling | SF-1 act | Jurkat tox 60K
O=C(NCc1nc2ccccc2[nH]1)c1ccc(Cl)c(S(=O)(=O)N2CCCC2)c1 | 0.33 | 0 | -0.36 | 1.3 | 28 | 1 | 3% | -2 | 4
CC(OC(=O)c1ccccc1NCc1ccco1)C(=O)Nc1ncc(Cl)cc1Cl (configuration not stated) | -0.00065 | 16 | 0.64 | -0.29 | 61* | 0.9 | 2%[fluoresces] | -11 | nt

The listing, from the start:
SMILES | D1 allo mod | HEK293 NFkB inh | M1 agonist | M1 antagonist | Ecoli tolC | TNAP act DEA | NADH coupling | SF-1 act | Jurkat tox 60K
O=C(NCc1nc2ccccc2[nH]1)c1ccc(Cl)c(S(=O)(=O)N2CCCC2)c1 | 0.33 | 0 | -0.36 | 1.3 | 28 | 1 | 3% | -2 | 4
CC(OC(=O)c1ccccc1NCc1ccco1)C(=O)Nc1ncc(Cl)cc1Cl (configuration not stated) | -0.00065 | 16 | 0.64 | -0.29 | 61* | 0.9 | 2%[fluoresces] | -11 | nt
COc1cc(OC)cc(-c2nnc(SCC(=O)N3CCCC3)o2)c1 | 0.09 | 1 | 0.31 | 0.49 | 8 | 0.9 | 3% | -12 | -1
S=c1[nH]ncc2ccccc12 | 1.6 | 1 | 0.95 | 0.51 | -7 | 1 | 7% | 6 | 1
O=S(=O)(CC(CN1CCCC1)N1CCCC1)c1ccc2ccccc2c1 (configuration not stated) | -2.1 | 32 | 0.17 | 1.1 | -15 | 1.1 | 4% | -34 | 8
O=c1cc(C(F)F)oc2c1ccc1ccccc12 | 0.97 | -3 | 0.013 | 0.38 | 4 | 0.9 | 1%[fluoresces] | -8 | -2
Cc1ccc(CNC(=O)COC(=O)c2c(C)noc2C)cc1 | 0.042 | 10 | 0.52 | 0.44 | -14 | 0.9 | 3% | -3 | -9
CCC(C)NC(=O)CSC1=Nc2ccccc2C2=NC(CC(=O)NCc3ccc(F)cc3)C(=O)N12 (configuration not stated) | -0.37 | 28 | -0.66 | -0.17 | -3 | 0.9 | 8% | 6 | 3
Cc1cc(C(F)F)n2nc(C(=O)Nc3ccc(F)cc3F)nc2n1 | 0.25 | -2 | 0.66 | 0.088 | -17 | 0.9 | 3% | 6 | -3
O=C(NCC1CC1)C1CCCN(S(=O)(=O)c2ccc(-n3cnnn3)cc2)C1 (configuration not stated) | nt | 9 | -0.11 | 0.0019 | -18 | 1.1 | 9% | 6 | -5
CS(=O)(=O)N1CCC(C(=O)Nc2ccccc2F)CC1 | -0.35 | 13 | -0.087 | -0.24 | -12 | 0.9 | 5% | -12 | -7
O=C(c1ccc(Cl)c(Cl)c1)N(Cc1ccco1)c1ccc(O)cc1 | 0.56 | 2 | 0.56 | -0.019 | 100* | 1 | 8% | -5 | 9
CN1CCN(S(=O)(=O)c2ccc3c4c(cccc24)C(=O)N3)CC1 | -0.34 | 8 | 0.15 | -1.3 | -4 | 0.9 | 6%[fluoresces] | -39 | -6
COc1cc2nc(=S)n3[nH]c(CCn4nc(C)cc4C)nc3c2cc1OC | 0.76 | 5 | 0.61 | -0.14 | 6 | 0.9 | 6% | -61 | 10
Cc1ccc(C2CC(c3cccc(C)c3)n3nc(N)nc3N2)cc1 (configuration not stated) | 6.5* | 10 | -1.2 | 0.0043 | 14 | 1 | 6% | -7 | 6
COc1ccc(-n2c(Cn3nnc4ccccc43)nnc2SCC(=O)O)cc1 | nt | -4 | 1.8 | -0.13 | -10 | 0.9 | 9% | -12 | -4
CCOC(=O)c1ccoc1CSCC(=O)N1CCN(S(=O)(=O)c2ccc(C)cc2)CC1 | -0.024 | 8 | -1.5 | 0.51 | 11 | 1.1 | 1% | 10 | 1
COC(=O)Cn1c(CN2CCc3ccccc3C2)nc2c1c(=O)n(C)c(=O)n2C | -1.8 | 10 | 0.92 | -0.17 | -15 | 0.9 | 5% | 0 | 8
COC(=O)c1c(NC(=O)CN2CCOCC2)sc2c1CCC(C)C2 (configuration not stated) | 1.3 | -15 | -0.019 | -0.011 | -1 | 1 | 6% | 46 | -2
Cn1c(COc2ccccc2)nnc1SCc1nc2ccccc2[nH]1 | 0.49 | 13 | -0.5 | 0.64 | 20 | 1.1 | 5% | 6 | -3
CCc1[nH]nc2c1C(c1cccnc1)C(C#N)=C(N)O2 (configuration not stated) | 0.7 | -10 | 0.64 | 0.012 | -8 | 0.9 | 6% | 8 | -4
COC(=O)CC1=NC(=O)CS1 | -0.087 | nt | -1.8 | 2 | 17 | 1 | 1% | -4 | nt
Cc1ccccc1OCC(O)Cn1c(SC(C)C)nc2c1c(=O)[nH]c(=O)n2C (configuration not stated) | 0.13 | 21 | 6.9* | -0.76 | 13 | 1 | 2% | 31 | 1
COc1ccc(C(=O)CSc2nnc(CNc3ccc(C)cc3C)o2)cc1 | -0.77 | 7 | 0.65 | 0.46 | -7 | 0.9 | 4% | -21 | -1
Cc1ccc(-c2nn(CCC(=O)NCC3CCCO3)c(=O)c3ccccc23)cc1 (configuration not stated) | -0.66 | nt | 1.1 | -0.38 | 13 | 0.9 | 2% | 12 | nt
Cc1cc(C)cc(NC(=O)NCc2nnc(SCc3ccccc3)n2C)c1 | 0.012 | 16 | 0.29 | -0.19 | 10 | 1 | 8% | 9 | -2
NC(=O)c1oc2ccccc2c1NC(=O)c1nc2ccccc2s1 | 0.24 | -12 | -0.059 | -0.013 | -9 | 1 | 2% | 64* | 10
Nc1nonc1-c1nc2ccccc2n1CC(=O)N1CCN(c2ccc(F)cc2)CC1 | -1.7 | 16 | -0.096 | 0.049 | -2 | 1 | 2% | 14 | -4
O=C(CN1C(=O)c2ccccc2S1(=O)=O)N1CCOCC1 | 0.76 | 4 | 0.58 | 0 | -7 | 1 | 9% | -8 | 2
O=C(Cn1nnc(-c2ccccc2F)n1)Nc1ccc(S(=O)(=O)NC2CCCC2)cc1 | -0.25 | 5 | nt | nt | 21 | 0.9 | 3% | 8 | 4
O=C(CC1N=C2c3ccccc3N=C(SCc3ccc(Cl)cc3)N2C1=O)NCc1ccco1 (configuration not stated) | 0.85 | 14 | -1.8 | -0.0045 | 49 | 0.9 | 7% | 20 | 6
CCN(c1ccccc1)c1nc2ccsc2c(=O)s1 | 1.9 | 10 | -0.33 | -0.22 | 36 | 0.8 | 1% | 3 | nt
C=CCOC(=O)CCC(=O)Nc1cc(OC)nc(OC)n1 | -1.4 | 9 | -0.6 | 0.02 | -12 | 1 | 1% | 2 | -1
CCn1c(C)nc2c(=O)oc3ccccc3c21 | 0.12 | 18 | 0.6 | -1.1 | -15 | 0.9 | 5% | 9 | -4
COc1ccc(C2CC(c3c(O)cc(C)oc3=O)=NCCS2)c(OC)c1 (configuration not stated) | 4 | 25 | 0.34 | -1.2 | 7 | 0.9 | 1% | -36 | 95*
CCC(C)NC(=O)CS(=O)Cc1nc(-c2ccccc2C)oc1C (configuration not stated) | 0.057 | 4 | -0.13 | -0.58 | -1 | 0.9 | 8% | -9 | -11

Some of the entries above in another layout.
Under each structure: D1 allo mod, HEK293 NFkB inh, M1 agonist, M1 antagonist, Ecoli tolC, TNAP act DEA, NADH coupling, SF-1 act, Jurkat tox 60K
> Nc1nonc1-c1nc2ccccc2n1CC(=O)N1CCN(c2ccc(F)cc2)CC1
  -1.7, 16, -0.096, 0.049, -2, 1, 2%, 14, -4
> O=C(Cn1nnc(-c2ccccc2F)n1)Nc1ccc(S(=O)(=O)NC2CCCC2)cc1
  -0.25, 5, nt, nt, 21, 0.9, 3%, 8, 4
> C=CCOC(=O)CCC(=O)Nc1cc(OC)nc(OC)n1
  -1.4, 9, -0.6, 0.02, -12, 1, 1%, 2, -1

(further entries)
SMILES | D1 allo mod | HEK293 NFkB inh | M1 agonist | M1 antagonist | Ecoli tolC | TNAP act DEA | NADH coupling | SF-1 act | Jurkat tox 60K
CCOC(=O)Cc1csc(NC(=O)CSc2nc(C)cc(=O)[nH]2)n1 | 0.42 | 9 | 0.23 | -0.29 | -9 | 0.9 | 5% | 6 | 5
Cc1cc(N2CCOCC2)c2c(N)c(Br)cc(C)c2n1 | 0.58 | 9 | 1.6 | 2 | 3 | 0.9 | 16% | -6 | 1
COCCn1nnnc1C(c1cccs1)N1CCN(c2nc3ccccc3s2)CC1 (configuration not stated) | -0.67 | 8 | 1.6 | 0.87 | 20 | 0.9 | 3% | 4 | 3
COCC(=O)N(Cc1cc2cc(OC)ccc2[nH]c1=O)c1ccc(C)cc1 | -0.0026 | 15 | -0.0044 | -0.5 | 10 | 1 | 9%[fluoresces] | -2 | 4
CCN(C(=O)c1cc(Cl)ccc1OC)C1CCCCC1 | 0.032 | 7 | 1.2 | 0.067 | 15 | 0.9 | 2% | -17 | 6
CCOC(=O)c1c(NC(=O)CSc2nnc(-c3cccnc3)o2)sc(C(C)=O)c1C | 4* | 8 | 0.57 | -0.05 | 5 | 0.9 | 10% | 23 | 2
CN(C)S(=O)(=O)N1CCN(CC(O)COc2ccc3cc(Br)ccc3c2)CC1 (configuration not stated) | -0.41 | 12 | 0.49 | -0.8 | 50 | 0.9 | 4% | 18 | 9
O=C(CN1CCOCC1)OCCCC1CCCCC1 | nt | 10 | -0.9 | -3.9* | -16 | 0.9 | 7% | 1 | -3
O=C(O)COc1ccc(Cl)cc1CO | 1.1 | 5 | -1.4 | -0.13 | -9 | 0.9 | 5% | -13 | 4
CCC(C)[C@H](NC(=O)Nc1ccc2c(c1)OCCO2)C(=O)O (some centres not stated) | -0.31 | 8 | 1.1 | -0.56 | -28 | 0.9 | 1% | -17 | 8
CCN(CC)CC(=O)Nc1ccc(-c2nc3cc(NC(=O)CN(CC)CC)ccc3o2)cc1 | 0.014 | 9 | -0.59 | -0.38 | 23 | 0.9 | 4%[fluoresces] | 8 | 7
Clc1ccc(Cl)c2sc(N3CCOCC3)nc12 | 3.2 | -15 | 0.082 | 0.37 | 2 | 0.9 | 6% | 40 | 4
CC(CS(=O)(=O)c1cccc2cccnc12)N1CCCCC1 (configuration not stated) | 1.6 | 7 | -0.77 | -0.19 | -12 | 0.9 | 6% | 14 | -3
Cc1ccccc1CN1CCN(CC(=O)NCc2ccccc2)C1=O | 0.3 | 15 | 0.055 | 0.059 | -9 | 1 | 2% | -13 | nt
O=C(OCn1nnc2ccccc2c1=O)C1COc2ccccc2O1 (configuration not stated) | 0.011 | 12 | -0.62 | -0.63 | -16 | 0.8 | 6% | 6 | -4

Assay outcomes as filed in PubChem BioAssay.
